ALOX12 inh – ALOX12 (human) lipoxygenase inhibition. P18054. 1.1% of 580,000 active. Potency, µM (titrated, usually from 108 µM), inactives show at the highest dose activity change, negative = inhibition, hits mostly inhibitors. purified 12hLO, xylenol orange hydroperoxide absorbance. AID 1671190; note: % is set by controls: 0 for no effect and ±100 for the full control effect
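Purified human 12hLO (150 nM final) in 25 mM Hepes, 0.01% Triton X-100, pH 7.0 was preincubated 15 min at room temperature with compound. Then 40 uM arachidonic acid was added, 30 min. Hydroperoxide was read by Fe-XO absorbance ratio 573/405 nm.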
Tb PGK inh – inhibitors of T. brucei phosphoglycerate kinase | P07378 | PGK/GAPDH coupled, Kinase-Glo luminescence, 60 min | Potency, µM (series often up to 57.5 µM), for inactives: at the top dose activity change, negative = inhibition, hits mostly inhibitors | 0.043% of 380,000 active; note: % is set by controls: 0 for no effect and ±100 for the full control effect; nearly all actives have a fitted effect of over 60% in size
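Recombinant glycosomal PGK reaction used 1,3-bisphosphoglycerate generated in-well by GAPDH (100nM final) in 100mM TEA pH 7.6, 5mM MgCl2, 0.01% Tween-20. After 60 minutes at room temperature, ATP was read by Kinase-Glo Plus luminescence end-point.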
JMJD2A Tudor inh – inhibitors of human JMJD2A Tudor domain. Potency, µM (titrated, usually from 114 µM), inactives show top-dose activity change, negative = inhibition, hits mostly inhibitors. O75164. AlphaScreen JMJD2A-Tudor / H3K4me3 peptide binding. 4.4% of 390,000 active; note: % is set by controls: 0 for no effect and ±100 for the full control effect; nearly all actives have a fitted effect of over 50% in size
Target sequence (O75164 whole entry, looked up, the tested form may be a part): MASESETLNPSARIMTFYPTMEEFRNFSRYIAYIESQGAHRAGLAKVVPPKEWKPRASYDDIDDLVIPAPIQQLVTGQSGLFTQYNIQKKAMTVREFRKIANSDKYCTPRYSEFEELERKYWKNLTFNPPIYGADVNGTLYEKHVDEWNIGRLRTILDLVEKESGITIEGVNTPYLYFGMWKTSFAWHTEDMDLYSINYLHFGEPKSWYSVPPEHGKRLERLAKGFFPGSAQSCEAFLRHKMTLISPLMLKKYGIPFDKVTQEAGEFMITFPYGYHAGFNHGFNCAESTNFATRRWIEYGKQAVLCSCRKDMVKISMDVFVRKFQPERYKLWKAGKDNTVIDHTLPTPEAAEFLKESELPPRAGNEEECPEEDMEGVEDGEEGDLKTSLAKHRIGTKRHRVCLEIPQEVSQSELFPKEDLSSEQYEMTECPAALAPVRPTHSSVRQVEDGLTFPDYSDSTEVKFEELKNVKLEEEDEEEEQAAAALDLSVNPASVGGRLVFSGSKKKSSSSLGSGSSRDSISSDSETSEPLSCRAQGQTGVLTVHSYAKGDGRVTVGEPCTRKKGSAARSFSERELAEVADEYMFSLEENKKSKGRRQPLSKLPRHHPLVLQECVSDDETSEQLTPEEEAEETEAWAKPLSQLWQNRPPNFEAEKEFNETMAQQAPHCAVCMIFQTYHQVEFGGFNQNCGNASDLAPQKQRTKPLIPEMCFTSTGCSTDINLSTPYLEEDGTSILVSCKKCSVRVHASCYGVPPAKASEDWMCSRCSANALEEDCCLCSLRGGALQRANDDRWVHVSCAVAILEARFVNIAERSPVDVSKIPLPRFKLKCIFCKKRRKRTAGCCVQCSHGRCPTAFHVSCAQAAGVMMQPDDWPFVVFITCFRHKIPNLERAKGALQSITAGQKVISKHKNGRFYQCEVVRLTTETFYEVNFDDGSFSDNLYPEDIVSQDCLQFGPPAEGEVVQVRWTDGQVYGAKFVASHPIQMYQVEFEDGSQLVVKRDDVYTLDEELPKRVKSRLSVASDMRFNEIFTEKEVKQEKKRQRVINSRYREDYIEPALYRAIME
ERG Ets-DNA blk – blocks human ERG Ets domain binding to DNA. P11308. fluorescence polarization, His-ERG Ets domain / labelled DNA. Potency, µM (top dose mostly 76.9 µM), for inactives: at the top dose FP activity, negative = inhibition, most hits filed as inhibitors. 0.028% of 370,000 active. AID 624246; active = well fitted inhibition curve with a large enough effect in the polarisation, with a control signal flat; inconclusive = small, poorly fitted or top-dose-only effect, or effect the other way, or a change in a side signal; inactive = no such curve, though single readings can be large or run the other way; the % refers to the polarisation;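 note: polarization taken with two DNA probes labelled with fluorescein and Texas red; % of control where 0% means no effect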
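His-tagged ERG Ets domain (1 uM in the protein solution; 300mM KCl, 50mM Tris-HCl, 1mM EDTA, 1mM DTT, pH 7.5) received compound, then a probe mix of 5 nM fluorescein-DNA and 100nM Texas-615-DNA. Fluorescence polarization was read for both dyes.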
HP1b binding inh – blocks HP1-beta chromodomain binding to methylated histone tails; AlphaScreen HP1-beta / biotin-H3K9me3 peptide binding; Potency, µM (titrated, usually from 114 µM), without a hit: at the highest dose activity change, negative = inhibition, most hits filed as inhibitors; 0.56% of 390,000 active; note: nearly all actives have a fitted effect of over 70% in size; inactives centre near 23
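Compound inhibition of the preformed complex between 50 nM HP1-beta and 50 nM biotinylated H3K9me3 peptide was read by AlphaScreen. Buffer was PBS pH 7.4 with 0.01% Tween-20. Incubations ran 30 min at room temperature, with 10 ug/mL donor/acceptor beads.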
TrxR1 inh – blocks rat thioredoxin reductase 1; recombinant rTrxR1, NADPH fluorescence consumption, selenite substrate; Potency, µM (highest dose often 114 µM), for inactives: at the top dose activity change, negative = inhibition, usual class: inhibitors; 1% of 390,000 active; AID 588453; note: % is set by controls: 0 for no effect and ±100 for the full control effect; nearly all actives have a fitted effect of over 65% in size
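Rat TrxR1 (90 nM in the dispensed reagent) was pre-reduced with 400 uM NADPH for 5 min at room temperature, then incubated with compound for 15 min. After 400 uM selenite was added, NADPH fluorescence (Ex 340/Em 450 nm) was followed for 8 min.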
RGS4 inh – inhibitors of human regulator of G protein signaling 4 | 0.039% of 390,000 active | Transcreener GDP fluorescence polarization, RGS4-accelerated GTP hydrolysis | P49798 | Potency, µM (series often up to 114 µM), for inactives: top-dose activity change, negative = inhibition, hits mostly inhibitors; note: % is set by controls: 0 for no effect and ±100 for the full control effect; nearly all actives have a fitted effect of over 75% in size; some results filed as inactive show a strong effect at the top dose
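MLSMR compounds (23 nl, pin-transferred) preincubated 10 min at room temperature with a 500nM (2x) first reagent, then RGS4 at 900nM (2x) plus Transcreener GDP mix added; fluorescence polarization (620/688 nm) read before and after 90 min at 30 °C.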
GLS inhibitor – inhibitors of human glutaminase (GLS); O94925; GLS enzymatic activity, qHTS titration; Potency, µM (series often up to 45.5 µM), for the others: at the top dose activity change, negative = inhibition, most hits filed as inhibitors; 0.21% of 410,000 active; AID 624170; note: % is set by controls: 0 for no effect and ±100 for the full control effect
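Human kidney-isoform GLS in 45 mM KH2PO4 pH 8.2, 0.02% Tween-20, with compound, started with 1mM L-Glutamine (added stock). Glutamate oxidase/HRP/Amplex red coupled fluorescence read at start and after 30 min at RT.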
Pin1 inhibitor – human Pin1 inhibition. Q13526. Pin1 FP peptide displacement, HiFluor488, 10 min. Potency, µM (highest dose often 115 µM), inactives show at the highest dose activity, negative = inhibition, actives largely listed as inhibitors. 0.009% of 390,000 active; active = well fitted inhibition curve with a large enough effect in the polarisation, with a control signal flat, not every such curve was filed as active; inconclusive = small, poorly fitted or top-dose-only effect, or effect the other way, or a change in a side signal; inactive = no such curve, though single readings can be large or run the other way; the % refers to the polarisation; note: % is set by controls: 0 for no effect and ±100 for the full control effect
The depositor's hits bear a star; i = inactive; ? = inconclusive; / = no result given; [ ] = another dose, or the depositor's remark. Unless noted, calls come from the whole dose curve; as a rule, active = well fitted curve in the direction sought with a large enough effect; inconclusive = small, poorly fitted or top-dose-only effect, or another doubt; inactive = no such curve, though single readings can be large; an effect the other way counts as inactive or inconclusive. Potency is the fitted concentration of half-maximal effect. An excerpt; count on the stated rates, not on these rows.

item	ALOX12 inh	Tb PGK inh	JMJD2A Tudor inh	ERG Ets-DNA blk	HP1b binding inh	TrxR1 inh	Structure	RGS4 inh	GLS inhibitor	Pin1 inhibitor
1	0%[57.4 µM]	-3%	0%	2%	32%	0%	CCCn1nc(Oc2nc(NCC)nc(NC(C)C)n2)ccc1=O	-20%	3%	-17%
2	-6%	i	-15%	0%	19%	22%	CCC(=O)N1CCc2cc(Br)cc(S(=O)(=O)CCC(=O)N(CC)Cc3ccccc3)c21	10%	-1%	-10%
3	10%	3%	-6%	4%	21%	?	CCOC(=O)CC(=O)CSc1nnc(Cn2c(=O)sc3ccccc32)n1C	8%	24%	-10%
4	-9%	-1%	-35%	9%	33%	7%	COc1cc(/C=N/NC(=O)c2nnn(-c3nonc3N)c2-c2cccs2)ccc1O	10%	25%	-3%
5	26%	-9%	-16%	-2%	30%	14%	N#C/C(=C(/O)COC(=O)COc1cccc(Br)c1)c1nc2ccccc2[nH]1	8%	1%	?
6	-16%	-5%	-30%	6%	12%	15%[57.1 µM]	CCOC(=O)c1cnn2c1[nH]c(=O)c1ccccc12	-8%	0%	2%
7	-13%	-6%	4%	6%	16%	14%[57.1 µM]	CCn1c(OC)nc2c1c(=O)n(C)c(=O)n2C	-12%	-15%	1%
8	0%	-1%	-12%	7%	50%[activator]	37%[activator]	Cn1c(N)c(C(=O)CSc2nc(C3CC3)n(-c3ccccc3)n2)c(=O)n(C)c1=O	-37%	-4%	1%
9	-7%	-9%	-12%	-5%	25%	?	CCCn1cc(CN2CCCC(C(=O)c3ccc4c(c3)OCO4)C2)c(C)n1 (configuration not stated)	6%	-2%	-8%
10	-23%	4%	-3%	-2%	18%	-9%	CC1CCN(CCCNC(=O)c2cn(C)c3ccc(S(=O)(=O)N4CCCC4)cc3c2=O)CC1	21%	-2%	2%
11	-16%	0%	?	1%	20%	?	COc1ccc(C2C=C(c3ccc(Br)cc3)Nc3nc(N4C(=O)CCC4=O)nn32)cc1 (configuration not stated)	-40%	3%	?
12	-17%	-7%	-12%	-4%	30%	14%	O=C(NCc1cccc(Cl)c1)c1cnccn1	-11%	1%	?
13	-12%	-2%	?	0%	7%	1%	O=C(c1cccs1)N1CCOCC1	-11%	7%	2%
14	-1%	-5%	-5%	-3%	30%	14%	CCc1nnc(NC(=O)CCC(=O)N2CCC(Cc3ccccc3)CC2)s1	-5%	-4%	?
15	0%	2%	-12%[11.4 µM]	-8%	-10%	0%[57.1 µM]	COCCn1nnnc1C(c1ccc(C)cc1)N1CCN(Cc2ccc3c(c2)OCO3)CC1 (configuration not stated)	-9%[11.4 µM]	9%	-1%
16	0%	-12%	-2%	6%	31%[activator]	3%	O=C(COC(=O)C1CCN(c2ccc(C(F)(F)F)cn2)CC1)NC1CCCCC1	0%	-5%	0%
17	-7%	-2%	-16%	46%[activator]	19%	-25%	C=CCn1c(O)c(CN2CCCCC2)c(C)c(C#N)c1=O	?	0%	?
18	?	-5%	-14%	-4%	54%[activator]	23%	Nc1ncn([C@H]2C[C@H](O)[C@@H](CO)O2)c(=O)n1	13%	0%	-6%
19	/	-4%	12%	5%	26%	8%	O=C(CCc1ccccc1)Nc1ccc2c(c1)C(=O)OC2	?	-5%	-3%
20	0%	-9%	-10%	-10%	37%	15%	Cc1nc(N)[nH]c(=O)c1CCC(=O)OCC(C)C	-5%	-1%	-11%
21	7%	-2%	-14%	-4%	36%	24%	COC(=O)Cn1c(=O)n(CCc2ccccc2)c(=O)c2c3c(sc21)CCCC3	-17%	-9%	0%
22	6%	-1%	-7%	10%	46%[activator]	-2%	C#CCOC(=O)CCCC(=O)NCCCCCCCC	-1%	0%	-1%
23	?	-3%	-9%	8%	31%	13%	Cc1ccc(NC(=O)C2CCN(S(=O)(=O)c3ccc4[nH]c(=O)ccc4c3)CC2)cc1C	-12%	-3%	3%
24	-19%	-4%	-1%	0%	36%	1%	Cc1c(NC(=O)Nc2ccccc2C(F)(F)F)sc2nc3n(c(=O)c12)CCC(C)CC3 (configuration not stated)	-8%	16%	7%
25	5%	i	-17%	2%	17%	1%	CCC1(CC)NC(=O)N(CC(=O)OC(C)C(=O)Nc2ccccc2OC)C1=O (configuration not stated)	18%	0%	-1%
26	-5%	5%	-14%	-12%	35%	-7%	CC(C)(C)c1ccc(NC(=O)C(=O)C2C(=O)Nc3ccccc32)cc1 (configuration not stated)	-4%	-12%	-1%
27	?	-2%	-15%	7%	15%	-6%	Cc1ccc(C)c(N(Cc2cc3ccc(C)cc3[nH]c2=O)C(=O)c2ccco2)c1	-36%	6%	10%
28	-9%	-3%	-5%	6%	68%[activator]	-12%	CC(=O)c1cnc2nc(SCc3ccccc3C)nn2c1C	5%	-8%	-3%
29	?	-9%	-7%	-2%	30%	12%	CCn1cc(C(=O)NCCCN(CC(C)C)CC(C)C)c(=O)c2cc(S(=O)(=O)N3CCc4ccccc4C3)ccc21	-4%	-1%	-6%
30	15%	-7%	-26%	2%	43%[activator]	33%[57.1 µM]	NS(=O)(=O)c1ccc(CCNC(=O)c2cc(-c3ccccn3)nc3ccc(Br)cc23)cc1	11%	-6%	48%[activator]
31	8.9µM*	-13%	-4%	2%	49%[activator]	31%	CC(C)(Cc1ccc(O)cc1)NC(=O)CC(=O)N/N=C/c1ccc(Cl)cc1	10%	0%	?
32	34%	7%	-7%	-1%	17%	3%	COc1ccc(N(CC(=O)Nc2cc(C)ccc2C)S(=O)(=O)c2c(C)noc2C)cc1	9%	-4%	0%
33	20%	-10%	-5%	-2%	24%	8%[57.1 µM]	Cc1cnc(C(=O)NNC(=O)c2ccc(Br)cc2)cn1	-17%	2%	2%
34	2%	10%	-1%	-6%	45%[activator]	0%	COC(=O)c1cc(C#N)c(=O)[nH]c1C	-16%	0%	-10%
35	?	6%	2%	-2%	28%[57 µM]	-15%[57.1 µM]	Cc1cc(C)c2c(=O)cc(CSc3nnc(-c4ccccc4)n3C)[nH]c2c1	-12%	1%	-5%
36	2%	6%	-13%	7%	23%	7%[57.1 µM]	COc1ccc(CCN=C2SCC(=O)N2Cc2ccccc2)cc1OC	-8%	-4%	-6%
37	2%	-5%	-6%	-6%	39%[activator]	13%[57.1 µM]	O=C1OC(Nc2ccccn2)c2ccccc21 (configuration not stated)	-12%	-6%	-5%
38	0%	1%	-10%	-6%	26%	-9%	Cc1cc(C)cc(NC(=O)c2ccc(CNc3c(N4CCOCC4)c(=O)c3=O)cc2)c1	24%	27%	8%
39	-27%	-1%	-22%[11.4 µM]	20%	?	-9%	Cc1cc(/C=N/Nc2ccc([N+](=O)[O-])cn2)c(C)n1-c1cccc(C(=O)O)c1	-3%[11.4 µM]	12%	22%
40	?	8%	-4%	-2%	46%[activator]	-1%	C[C@@]12CCC=C[C@H]1[C@H](c1ccc(C(F)(F)F)cc1)N(Cc1ccccc1)C2=O	-3%	7%	6%
41	2%	-1%	-9%	1%	12%	-18%	O=C(NCc1ccco1)c1cccnc1Cl	4%	0%	-1%
42	-13%	-11%	-35%	6%	8%	21%	COC(=O)C1=C(C)N(CCCC(=O)O)C(=O)NC1c1ccc(C#N)cc1 (configuration not stated)	20%	2%	-5%
43	19%	-9%	-8%	5%	29%	22%	O=C(Nc1ccncc1)c1ccc(Cl)cc1	19%	6%	-1%
44	-15%	-8%	8%	-2%	35%[activator]	-11%	Cc1nccn1S(=O)(=O)c1ccc(Br)cc1Br	2%	7%	-1%
45	338%[activator]	1%	?	1%	2%	1.6µM*	COc1ccc(NC(=O)CC2Sc3ncnn3C2=O)cc1 (configuration not stated)	-46%	4%	4%
46	-6%	-3%	-22%	-11%	28%	11%	Cc1nn(C(=O)CCC(=O)NCc2ccccc2Cl)c2ccccc12	3%	-1%	-2%
47	-8%	-4%	-11%	7%	37%	50µM*	CCOC(=O)/C=C/C(=O)OCC(=O)Nc1c(Cl)cccc1Cl	-18%	6%	-9%
48	-16%	-1%	0%	14%	40%[activator]	24%[57.1 µM]	CCC1(c2ccc(Cl)cc2)NC(=O)N(Cc2ccc(C(=O)OC)cc2)C1=O (configuration not stated)	-27%	0%	3%
49	0%	6%	-13%	-3%	39%	45µM*	COC(=O)N1C(=O)[C@@](c2ccccc2)(C2CCCCC2)N1C(=O)OC	-21%	-12%	-3%
50	28µM*	-1%	32µM*	3%	?	-46%	Cc1ccc(C)c(NC(=S)Nc2ncccc2C)c1	-10%	?	0%
51	-1%	-3%	?	-4%	31%[activator]	8%	CCn1c(Cc2ccccc2)n[nH]c1=S	12%	1%	-2%
52	?	-8%	-8%	-11%	24%	-6%	Cn1c(SCC(=O)O)nnc1-c1ccc(NC(=O)c2ccc(Cl)c(Cl)c2)cc1	-6%	1%	-5%
53	-14%	i	-9%	8%	15%	25%	Cc1cc(CNC(=O)c2ccc3oc(C(C)C)nc3c2)nn1C	-9%	-1%	-10%
54	-8%	i	-10%	6%	46%[activator]	33%	OCC1(CCOc2ccccc2)CCN(Cc2ccccc2OC(F)F)CC1	-20%	-11%	-1%

Quoted from above: nos. 41 to 43
item	ALOX12 inh	Tb PGK inh	JMJD2A Tudor inh	ERG Ets-DNA blk	HP1b binding inh	TrxR1 inh	Structure	RGS4 inh	GLS inhibitor	Pin1 inhibitor
41	2%	-1%	-9%	1%	12%	-18%	O=C(NCc1ccco1)c1cccnc1Cl	4%	0%	-1%
42	-13%	-11%	-35%	6%	8%	21%	COC(=O)C1=C(C)N(CCCC(=O)O)C(=O)NC1c1ccc(C#N)cc1 (configuration not stated)	20%	2%	-5%
43	19%	-9%	-8%	5%	29%	22%	O=C(Nc1ccncc1)c1ccc(Cl)cc1	19%	6%	-1%

High-throughput results (PubChem BioAssay)
